# Source: PubChem (Johns Hopkins Ion Channel Center)
# TRPC6 inh: inhibitors of mouse TRPC6 channel; Q61143; HEK293-TRPC6, membrane potential dye, ACh-evoked depolarization; hits give low values; B-score at 10 µM; 310,000 compounds, 1.1% hits; AID 2553;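 active means B-score under library mean minus 3 SD, initial fluorescence not abnormally high, positive integrated signal ratio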;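 further: B-score derived from integrated fluorescence ratio over the kinetic read; more negative B-score means stronger inhibition of depolarization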
# Target sequence (Q61143 whole entry, looked up): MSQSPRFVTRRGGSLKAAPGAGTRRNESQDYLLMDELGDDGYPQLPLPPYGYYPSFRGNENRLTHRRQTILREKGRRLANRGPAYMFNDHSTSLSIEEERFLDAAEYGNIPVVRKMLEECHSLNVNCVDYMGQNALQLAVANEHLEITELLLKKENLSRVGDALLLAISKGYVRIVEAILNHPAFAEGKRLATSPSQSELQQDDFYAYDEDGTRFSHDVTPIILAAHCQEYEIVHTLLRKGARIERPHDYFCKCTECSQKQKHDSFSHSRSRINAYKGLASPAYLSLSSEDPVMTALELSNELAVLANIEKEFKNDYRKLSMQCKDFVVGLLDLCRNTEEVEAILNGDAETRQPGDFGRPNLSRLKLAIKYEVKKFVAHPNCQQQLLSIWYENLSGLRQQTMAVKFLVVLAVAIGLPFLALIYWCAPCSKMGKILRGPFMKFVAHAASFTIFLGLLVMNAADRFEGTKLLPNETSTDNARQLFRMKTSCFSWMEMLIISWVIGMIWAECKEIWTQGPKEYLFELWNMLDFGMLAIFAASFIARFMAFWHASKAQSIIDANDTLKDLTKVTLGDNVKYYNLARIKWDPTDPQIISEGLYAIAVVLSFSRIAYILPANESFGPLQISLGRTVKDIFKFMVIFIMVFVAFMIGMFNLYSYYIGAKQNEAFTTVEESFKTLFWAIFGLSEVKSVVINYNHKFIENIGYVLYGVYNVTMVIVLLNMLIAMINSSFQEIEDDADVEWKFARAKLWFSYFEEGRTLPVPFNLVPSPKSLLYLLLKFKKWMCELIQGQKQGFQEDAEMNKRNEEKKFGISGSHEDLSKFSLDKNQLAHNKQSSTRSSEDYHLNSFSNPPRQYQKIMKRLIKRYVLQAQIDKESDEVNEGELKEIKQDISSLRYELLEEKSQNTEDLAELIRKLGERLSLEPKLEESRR
# MrgX1 allo act: human MrgX1 positive allosteric modulation, primary screen; Q96LB2; MrgX1-HEK293, Fluo-4 calcium flux, FDSS; hits give high values; B-score at 10 µM; 310,000 compounds, 0.63% hits; AID 588675;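 active means plate-corrected calcium response at least 3 library SD above typical, normal starting fluorescence, not activating the receptor alone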;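 further: compound read alongside a low EC10 to EC30 dose of BAM8-22 agonist; peak minus trough fluorescence over baseline measured at the second addition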
# TRPC4 PAM: TRPC4 (mouse) allosteric potentiation; Q9QUQ5; HEK293 TRPC4beta/mu-opioid, DAMGO EC20, Fluo-4 Ca2+ flux; hits give high values; B-score at 10 µM; 310,000 compounds, 0.42% hits; AID 2227;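 active means B-score of calcium response area above 5 SD of library B-scores, with initial fluorescence ratio within 5 SD of library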;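 further: B-score of integrated fluorescence ratio over time as area under calcium response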
# TRPC4 agonist: TRPC4 (mouse) channel activation | Q9QUQ5 | HEK293 TRPC4beta/mu-opioid, Fluo4 calcium fluorescence; hits give high values | B-score at 10 µM | 310,000 compounds, 0.49% hits;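 active means B-score above 5 SD of library B-scores, and initial fluorescence ratio not above library mean plus 5 SD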;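 further: positive B-score marks a calcium rise read as TRPC4 activation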
#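 System – HEK293 cells stably co-expressing mouse TRPC4beta and mu-opioid receptor · Signal – Fluo4 calcium-sensitive dye fluorescence, kinetic, 1 Hz baseline · Benchmarks – buffer (low) and maximal DAMGO (high) · Read-out – B score of integrated fluorescence ratio per well · Incubation – dye loading 45 min room temperature, 110 s kinetic read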
# RGS4 inh: inhibitors of human RGS4 | HEK293 M3R/RGS4 inducible, Fluo-4 calcium flux; hits give high values; triggered by carbachol at its EC20 | B-score at 10 µM | 310,000 compounds, 0.45% hits;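 active means B-score, a plate-corrected calcium signal, over three deviations above library mean, with baseline fluorescence within five deviations of library mean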;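 further: RGS4 expression induced by doxycycline in cells with stable M3 receptor; B-score is computed from the integrated fluorescence ratio over baseline after carbachol; higher B-score means a larger calcium signal and so more RGS4 inhibition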
# Target sequence (P49798 whole entry, looked up): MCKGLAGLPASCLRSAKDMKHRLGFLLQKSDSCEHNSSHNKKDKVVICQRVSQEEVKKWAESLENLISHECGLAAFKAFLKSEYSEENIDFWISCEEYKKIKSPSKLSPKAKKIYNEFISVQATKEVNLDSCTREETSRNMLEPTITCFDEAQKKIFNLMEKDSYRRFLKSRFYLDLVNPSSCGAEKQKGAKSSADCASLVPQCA
# MrgX1 antag: human MrgX1 receptor antagonism, primary screen; MRGX1-HEK293 calcium flux, Fluo-4, BAM8-22 antagonism; hits give low values; AID 588676; 310,000 compounds, 1.3% hits; B-score at 10 µM;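 active means calcium-response B-score plate-corrected more than 3 library SD below zero, starting fluorescence within 5 deviations, no agonist response on first addition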;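 further: peak minus trough fluorescence over baseline after final BAM8-22 challenge near maximal dose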
# TMEM16A act: mouse TMEM16A channel activation, primary screen. HEK293 TMEM16A/YFP-H148Q/I152L, iodide quench fluorescence; hits give low values. B-score at 10 µM. 340,000 compounds, 0.3% hits;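 active means fluorescence-ratio B-score plate-corrected deviation score at least 3 library SD below zero, with starting fluorescence score within 5 deviations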;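 further: channel opened by trigger with iodide after compound preincubation; score built on the fluorescence ratio of max minus min over baseline; more negative score means more quench and so TMEM16A activation or potentiation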
# TRPC4 block: blocks the mouse TRPC4 cation channel | HEK293 TRPC4beta/mu-opioid, DAMGO-evoked Fluo4 calcium flux; hits give low values | AID 2247 | B-score at 10 µM | 300,000 compounds, 0.39% hits | Q9QUQ5;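 active means B-score over 3 SD under the library average, no early fluorescence shift, positive overall ratio signal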
#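 test system = HEK293 cells with stable TRPC4beta plus mu-opioid receptor expression | detection = Fluo4 Ca2+ flux fluorescence | read-out = integrated fluorescence ratio relative to baseline, converted to per-well B score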
# ANO1 block: blocks the mouse calcium-activated chloride channel TMEM16A; HEK293 TMEM16A/YFP iodide influx fluorescence, ionomycin; normalized B-score (activity score, 25-100; higher = stronger inhibition) at 10 µM; 310,000 compounds, 1.2% hits;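 active means ratio plate-corrected score three or more library SD toward inhibition, starting fluorescence score within five deviations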;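 further: score derived from kinetic fluorescence span divided by baseline fluorescence per well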
# MrgX1 agonist: agonists of human MrgX1 receptor. Q96LB2. MrgX1-HEK293 cells, Fluo-4 calcium fluorescence, agonist mode; hits give high values. B-score at 10 µM. 310,000 compounds, 0.44% hits;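 active means calcium response B-score plate-corrected fluorescence ratio at least 3 library SD, with starting fluorescence B-score inside 5 SD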
#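 Material – MrgX1-expressing HEK293 cells · Input – 15,000 cells seeded per well · Dosing – compound as first of three additions · Times – overnight seeding, then 1 h dark dye loading · Measured by – kinetic Fluo-4 NW fluorescence of intracellular calcium · Read-out – B-scored fluorescence response ratio · Benchmarks – positive and negative control wells on each plate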
# TRPC6 act: mouse TRPC6 channel activation | Q61143 | HEK293-TRPC6 membrane potential dye fluorescence; hits give high values | B-score at 10 µM | 310,000 compounds, 0.13% hits | AID 2550;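 active means B-score of the integrated fluorescence ratio above library mean plus 3 SD, and starting fluorescence ratio within library mean plus 5 SD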;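 further: higher score means more depolarization so channel activation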
# An asterisk follows results filed as active; i = inactive; nt = not tested or not shown.
# Values run as follows: TRPC6 inh	MrgX1 allo act	TRPC4 PAM	TRPC4 agonist	RGS4 inh	MrgX1 antag	TMEM16A act	TRPC4 block	ANO1 block	MrgX1 agonist	TRPC6 act
CCN1CCN(Cc2ccc(NC(=O)c3ccc(C)c(NC(=O)c4cccc(-c5cn[nH]c(=O)c5)c4)c3)cc2C(F)(F)F)CC1
    i	i	i	i	i	i	i	i	i	i	i
CCCC(c1nnnn1CCOC)N1CCN(C(=O)c2ccco2)CC1 (stereo not given)
    i	i	i	i	i	i	i	i	i	i	i
O=C(C1=C[C@@H](C2CCCCC2)C[C@@H](OCCCCO)O1)N1CCN(Cc2ccccc2)CC1
    i	i	i	i	i	i	i	i	i	i	i
O=C(/C=C/c1ccccc1)c1ccoc1
    i	i	i	i	i	i	i	i	i	i	i
O=C(Nc1ccc(S(=O)(=O)Nc2ccccn2)cc1)c1cccc(Br)c1
    i	i	i	i	i	i	i	i	i	i	i
CCCc1nnc(SCC(=O)NC2CCCCC2)n1CCOC
    i	i	i	i	i	i	i	i	i	i	i
Cc1ccc(C)c(NNC(N)=S)c1
    i	i	i	i	i	i	i	i	i	i	i
S=c1nccc(-c2ccc(Cl)cc2)[nH]1
    i	i	i	i	i	i	i	i	i	i	i
O=C(NCCc1csc(-c2cccnc2)n1)c1c(F)cccc1F
    i	i	i	i	i	i	i	i	i	i	i
COc1ccc(S(=O)(=O)CC2(O)CCN(C(=O)C(C)(C)C)CC2)cc1
    i	i	i	i	i	i	i	i	i	i	i
CC1=CN2C(=N)/C(=C/c3ccc(Sc4ccc(Cl)cc4)o3)C(=O)N=C2S1
    i	i	i	i	i	i	i	i	i	i	i
Cc1ccccc1Nc1nc(-c2sc(NC(=O)c3ccc([N+](=O)[O-])cc3)nc2C)cs1
    i	i	i	i	i	i	nt	i	i	i	i
CCc1cc(N2CCOCC2)cc2c1[nH]c1ccccc12
    i	i	i	i	i	i	i	i	i	i	i
CCOC(=O)c1c(CC(C)C)csc1NC=O
    i	i	i	i	i	i	i	i	i	i	i
CCNc1ccc(Br)cc(C(=O)/C=C/c2ccc(Cl)cc2Cl)c1=O
    i	i	i	i	i	-6.1*	i	i	i	i	i
NC(=S)N/N=C/c1coc2cc(Br)ccc2c1=O
    i	i	i	i	i	i	i	i	i	i	i
CSc1nc(-c2ccco2)nn1C(=O)CCc1ccccc1
    i	i	i	i	i	i	i	i	i	i	i
CC1=C(C(=O)Nc2ccccc2C(=O)NCCCN2CCN(C)CC2)SCCO1
    i	i	i	i	i	i	i	i	i	i	i
CCc1nnc(SCC(=O)Nc2ccccc2)n1CC1CCCO1 (stereo not given)
    i	i	i	i	i	i	i	i	i	i	i
Cn1c(=O)n(C)c2cc(NS(=O)(=O)c3ccc4c(c3)CCCC4)ccc21
    i	i	i	i	i	i	i	i	i	i	i
CC1CCCN(CCCNS(=O)(=O)c2ccc3c(c2)CCN3C(=O)C2CC2)C1 (stereo not given)
    i	i	i	i	i	i	i	i	i	i	i
CCOC(=O)c1nn(-c2ccccc2)c(=O)cc1OCC(=O)Nc1ccccc1OCC
    i	i	i	i	i	i	i	i	i	i	i
COc1ccc(Cl)cc1NC(=O)CCN1C(=O)C2C3C=CC(C4CC34)C2C1=O (stereo not given)
    i	i	i	i	i	i	i	i	i	i	i
Cc1ccc(-n2c(=O)c3c4c(sc3n(Cc3cc(=O)n5ccccc5n3)c2=O)CCC4)cc1C
    i	i	i	i	i	i	i	i	i	i	i
COc1cc(C(=O)NC(=S)NNC(=O)[C@H]2C[C@@H]2c2ccccc2)cc(OC)c1OC
    i	i	i	160*	i	i	i	i	25*	96*	i
O=C(c1ccccc1F)N1CCN(Cc2nc3sc4c(c3c(=O)[nH]2)CCCC4)CC1
    i	i	i	i	i	i	i	i	i	i	i
CS(=O)(=O)c1ccc([C@@H](O)[C@@H](CF)NC(=O)C(Cl)Cl)cc1
    nt	i	nt	nt	nt	i	i	nt	i	i	nt
CCOC(=O)C1=NN(c2ccc(Cl)cc2)C(c2ccccc2)CC1=O (stereo not given)
    -7.5*	i	i	i	i	-7.8*	i	i	i	i	i
C[C@H](NC(=O)C1CC(=O)N(c2ccc3c(c2)OCO3)C1)C(=O)NC1CCCC1 (stereo not given in full)
    i	i	i	i	i	i	i	i	i	i	i
CCSc1nnc2c(Cl)cc(Cl)cn12
    i	i	i	i	i	i	i	i	i	i	i
CC(C)CCNC(=O)NC(=O)CSc1nnc(-c2ccccc2F)n1N
    i	i	i	i	i	i	i	i	i	i	i
O=C(CSc1ccc2nnc(-c3ccc(Cl)cc3)n2n1)N1CCCc2ccccc21
    i	i	i	i	i	i	i	i	i	i	i
CCN1C=C(Cc2ccccc2C)C2=C(C1)C(c1ccccc1C)C(C#N)=C(N)O2 (stereo not given)
    i	18*	i	i	i	i	i	i	i	i	i
CC(NC(=O)C1C(=O)N(CCO)C2(C)CC1c1ccccc1O2)c1ccccc1 (stereo not given)
    i	i	i	i	i	i	i	i	i	i	i
Nn1c(=O)c2ccccc2n2c(SCc3ccccc3)nnc12
    i	i	i	i	i	i	i	i	i	i	i
COc1cccc(NC(=O)CN(C)C(=O)Cn2c(=O)oc3ccccc32)c1
    i	i	i	i	i	i	i	i	i	i	i
CSc1nc(Sc2ccc(Cl)cc2)c2ccccc2n1
    i	i	i	i	i	i	i	i	i	i	i
COc1cc(/C=C2/C(=O)N(c3ccc(Br)cc3)N=C2C)cc([N+](=O)[O-])c1O
    i	i	i	i	i	i	nt	i	i	i	i
CCN(C(=O)COC(=O)c1ccc(OCc2c(C)noc2C)cc1)c1ccccc1
    i	i	i	i	i	i	i	i	i	i	i
CC(C)(C)C(=O)Nc1ccc(S(=O)(=O)N2CCCC2)cc1
    i	i	i	i	i	i	i	i	i	i	i
COC(=O)c1ccccc1NC(=O)C1CCN(C(=O)Cc2ccccc2)CC1
    i	i	i	i	i	i	i	i	i	i	i
COc1ccc(N(C(=O)c2cnccn2)C(C(=O)NC2CCCCC2)c2ccc(O)cc2)cc1 (stereo not given)
    i	i	i	i	i	i	i	i	i	i	i
O=C(CN1C(=O)CCS(=O)(=O)c2ccccc21)Nc1ccc2c(c1)OCCO2
    i	nt	i	i	i	nt	i	i	nt	nt	i
COC(=O)CCSc1cc(NCCOC(C)=O)c([N+](=O)[O-])c2nonc12
    i	i	i	i	i	i	i	i	i	i	i
Cc1sc2nc(CN3CCOCC3)nc(NCCc3ccccc3)c2c1C
    i	i	i	i	i	i	i	i	i	i	i
Cc1ccc(NC(=O)C/C(N)=N/O)cc1Cl
    i	i	i	i	i	i	i	i	i	i	i
Cc1ccc(C)c(CN2CCC(CNC(=O)Nc3ccc(C)c(C)c3)CC2)c1
    i	i	11*	i	i	i	i	i	i	i	i
CCc1c(C)c2ccc(OCC(=O)N(C)C)c(C)c2oc1=O
    i	i	i	i	i	i	i	i	i	i	i
Cc1ccc(S(=O)(=O)Nc2ccc3nc(N)sc3c2)cc1
    i	i	i	i	i	i	i	i	i	i	i
CN(C=[N+](C)C)c1cccc2c1C(=O)c1ccccc1C2=O
    i	i	i	i	i	i	i	i	i	i	i

# Additional entries:
# Values run as follows: TRPC6 inh	MrgX1 allo act	TRPC4 PAM	TRPC4 agonist	RGS4 inh	MrgX1 antag	TMEM16A act	TRPC4 block	ANO1 block	MrgX1 agonist	TRPC6 act
COc1cc(/C=C2\SC(=Nc3ccc(O)cc3)NC2=O)cc(OC)c1O
    i	i	i	i	i	i	-4.7*	i	i	i	i
COc1ccc(C(C(N)=O)c2ncc(C(F)(F)F)cc2Cl)cc1OC (stereo not given)
    i	i	i	i	i	i	i	i	i	i	i
CCOc1ccc2nc(N3CCC(C(=O)N4CCN(c5ncccn5)CC4)CC3)sc2c1
    i	i	i	i	i	-8.1*	i	i	i	i	i
O=C(OC1CCCCC1=O)c1cc(S(=O)(=O)N2CCOCC2)ccc1F (stereo not given)
    i	i	i	i	i	i	i	i	i	i	i
O=C(Nc1cccc(-c2cccc(Cl)c2)c1)C1CCN(Cc2ccc(CO)o2)CC1
    i	i	i	i	i	i	i	i	i	i	i
CCCCn1nnc(NC(=S)NC(=O)c2ccc(-c3cccc(Cl)c3Cl)o2)n1
    i	i	i	i	i	i	i	i	i	i	i
Cc1cccc(N2CCCC2=Nc2ccc(Br)cc2C#N)c1
    i	i	i	i	i	i	i	i	i	i	i
COc1ccc(CNC(=S)Nc2cccc(OC)c2)cc1
    i	i	i	i	i	i	i	i	i	i	i
O=C(NC1CCN(S(=O)(=O)c2ccccc2C(F)(F)F)CC1)c1ccco1
    i	i	i	i	i	i	i	i	i	i	i
Cc1ccc(N(CN2CCCC2=O)C(=O)c2ccc(C)c(C)c2)cc1
    i	i	i	i	i	i	i	i	i	i	i
COc1ccc(OC)c(S(=O)(=O)N2CCCC(C(=O)NCc3ccco3)C2)c1 (stereo not given)
    i	i	i	i	i	i	i	i	i	i	i
CC(C)c1cc(C(C)C)c(S(=O)(=O)NNC(=O)c2ccncc2)c(C(C)C)c1
    i	i	i	i	i	i	i	i	i	i	i
O=C1c2ccccc2C(=O)N1/N=C/c1ccc(O)c(O)c1O
    i	nt	i	i	i	nt	i	i	nt	nt	i
FC(F)Sc1ccc(NC(=S)NCC2CCCCC2)cc1
    i	i	i	i	i	-5.1*	i	i	100*	i	i
CCCn1cc(S(=O)(=O)CC(=O)NC2CCCCC2)c2ccccc21
    i	i	i	i	i	i	i	i	i	i	i
CCC(=O)N(Cc1ccc2c(c1)OCO2)Cc1cc2cc(OC)ccc2[nH]c1=O
    i	i	i	i	i	i	i	i	i	i	i
COc1ccc(C(C)=O)cc1CSc1nncn1C
    i	i	i	i	i	i	i	i	i	i	i
CC(=O)Nc1ccc(C)c(NS(=O)(=O)c2cccc(C(F)(F)F)c2)c1
    i	i	i	i	i	i	i	i	i	i	i
C#CCOCCOCCOCCNc1nc(N2CCN(C(=O)CCCCCCCCCCNC(=O)[C@H](CCCCN)n3cc(CCO)nn3)CC2)nc(N2CCN(C(=O)CCCCCCCCCCNC(=O)[C@H](CCCCN)n3cc(CCO)nn3)CC2)n1
    nt	i	nt	nt	nt	i	i	nt	i	i	nt
